# Pol iota inh: inhibitors of human DNA polymerase iota. Potency, µM (titrated, usually from 115 µM), for the others: top-dose activity, negative = inhibition, hits mostly inhibitors. hit rate 1% among 390,000. AID 588590. Q9UNA4. Pol iota fluorescent replication assay, 10 min; further: potency means the concentration at half of the fitted maximal effect
# Target sequence (Q9UNA4 whole entry, looked up): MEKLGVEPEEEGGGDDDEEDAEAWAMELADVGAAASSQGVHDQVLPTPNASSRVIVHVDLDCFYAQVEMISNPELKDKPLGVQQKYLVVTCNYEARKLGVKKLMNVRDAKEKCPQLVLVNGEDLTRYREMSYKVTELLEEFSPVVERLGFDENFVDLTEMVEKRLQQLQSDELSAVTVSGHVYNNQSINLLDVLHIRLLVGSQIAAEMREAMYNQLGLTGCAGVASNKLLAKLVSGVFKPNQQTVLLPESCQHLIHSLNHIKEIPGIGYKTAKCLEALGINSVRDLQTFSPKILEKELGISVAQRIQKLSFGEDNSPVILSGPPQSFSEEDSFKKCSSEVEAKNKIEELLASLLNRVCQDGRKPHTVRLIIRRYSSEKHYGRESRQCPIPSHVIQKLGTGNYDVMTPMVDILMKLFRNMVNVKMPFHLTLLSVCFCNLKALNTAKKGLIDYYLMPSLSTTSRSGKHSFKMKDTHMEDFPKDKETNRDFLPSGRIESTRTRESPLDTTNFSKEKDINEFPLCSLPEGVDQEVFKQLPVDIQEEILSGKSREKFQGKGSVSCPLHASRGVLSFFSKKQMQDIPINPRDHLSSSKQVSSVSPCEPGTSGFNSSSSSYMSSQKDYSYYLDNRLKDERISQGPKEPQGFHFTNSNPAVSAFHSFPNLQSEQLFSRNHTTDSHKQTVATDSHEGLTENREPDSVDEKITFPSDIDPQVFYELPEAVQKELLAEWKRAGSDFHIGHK
#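 Pol iota at 10 nM preincubated 15 min with compounds at room temperature; reaction started with fluorescent substrate, 50 nM final. Fluorescence read kinetically at 0 and 10 min; buffer-only wells as negative control.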
# BLM helicase inh: Bloom syndrome helicase (human) inhibition; Potency, µM (series often up to 56.1 µM), for inactives: top-dose activity change, negative = inhibition, hits mostly inhibitors; AID 2528; P54132; recombinant BLM DNA unwinding, fluorescence dequenching; hit rate 0.2% among 350,000;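 further: potency means the concentration at half of the fitted maximal effect; plate controls were vehicle for no effect and no enzyme for full effect; nearly all actives have a fitted effect of over 35% in size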
# Anesthetic bind: binds horse apoferritin like a general anesthetic; P02791; apoferritin/1-aminoanthracene competitive binding, fluorescence; Potency, µM (highest dose often 77.5 µM), for inactives: top-dose activity change, negative = displacement, most hits filed as inhibitors; hit rate 0.074% among 350,000; further: potency means the concentration at half of the fitted maximal effect; on the % scale 0 is the no-effect control and ±100 the full control effect; nearly all actives have a fitted effect of over 20% in size
#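 In PBS, apoferritin at 10 uM is loaded with 1-AMA from a 50% saturated solution. After 10 min of compound exposure at ambient temperature, reduced 535 nm fluorescence indicates probe displacement.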
# POLB inh: DNA polymerase beta (human) inhibition | P06746 | Pol beta primer extension/strand displacement, fluorescence kinetic | Potency, µM (highest dose often 114 µM), for the others: top-dose activity change, negative = inhibition, hits mostly inhibitors | hit rate 1.3% among 340,000 | AID 485314; further: potency means the concentration at half of the fitted maximal effect; on the % scale 0 is the no-effect control and ±100 the full control effect
#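 Homogeneous kinetic assay of primer extension and strand displacement by 10 nM Pol beta, preincubated 15 min at room temperature with compound before 50 nM substrate (final) was added. Read at 0 and 10 min; four-parameter Hill fit.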
# ALOX12 inh: ALOX12 (human) lipoxygenase inhibition. P18054. purified 12hLO, xylenol orange hydroperoxide absorbance. hit rate 1.1% among 580,000. Potency, µM (top dose mostly 108 µM), inactives show at the highest dose activity change, negative = inhibition, hits mostly inhibitors; further: potency means the concentration at half of the fitted maximal effect; on the % scale 0 is the no-effect control and ±100 the full control effect
#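 Purified human 12hLO at 150 nM in 25 mM Hepes, 0.01% Triton X-100, pH 7.0, preincubated 15 min at room temperature with compound. Reaction started with 40 uM arachidonic acid, 30 min at room temperature. Hydroperoxide measured by Fe-xylenol orange, 573/405 nm absorbance ratio.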
# ERG Ets-DNA blk: blocks human ERG Ets domain binding to DNA; fluorescence polarization, His-ERG Ets domain / labelled DNA; Potency, µM (top dose mostly 76.9 µM), inactives show at the highest dose FP activity, negative = inhibition, actives largely listed as inhibitors; hit rate 0.028% among 370,000; active means well fitted inhibition curve with a large enough effect in the polarisation, with a control signal flat; inconclusive means small, poorly fitted or top-dose-only effect, or effect the other way, or a change in a side signal; inactive means no such curve, though single readings can be large or run the other way; the % refers to the polarisation;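 further: polarization taken with two DNA probes labelled with fluorescein and Texas red; potency means the concentration at half of the fitted maximal effect; % of control where 0% means no effect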
#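 His-tagged ERG Ets domain (1 uM in the protein solution; 300mM KCl, 50mM Tris-HCl, 1mM EDTA, 1mM DTT, pH 7.5) received compound, then a probe mix of 5 nM fluorescein-DNA and 100nM Texas-615-DNA. Fluorescence polarization was read for both dyes.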
# APE1 inh: APE1 (human) endonuclease inhibition; P27695; AID 2517; Potency, µM (titrated, usually from 65.8 µM), without a hit: at the highest dose activity change, negative = inhibition, hits mostly inhibitors; recombinant APE1, TAMRA/BHQ-2 abasic DNA cleavage fluorescence; hit rate 0.35% among 350,000;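 further: potency means the concentration at half of the fitted maximal effect; plate controls were vehicle for no effect and reference inhibitor for full effect; nearly all actives have a fitted effect of over 55% in size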
# Target sequence (P27695 whole entry, looked up): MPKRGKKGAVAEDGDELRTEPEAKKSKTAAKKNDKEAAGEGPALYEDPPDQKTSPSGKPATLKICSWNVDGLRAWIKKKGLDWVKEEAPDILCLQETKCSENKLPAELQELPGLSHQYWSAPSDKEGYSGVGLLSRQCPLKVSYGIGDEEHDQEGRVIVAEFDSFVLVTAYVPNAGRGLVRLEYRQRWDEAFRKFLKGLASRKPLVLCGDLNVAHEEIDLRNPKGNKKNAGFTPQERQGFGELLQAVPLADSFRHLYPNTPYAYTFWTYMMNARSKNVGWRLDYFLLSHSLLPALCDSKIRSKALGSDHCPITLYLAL
#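 APE1 at 0.75 nM preincubated 15 min at room temperature with compound. Reaction then started with 50 nM double-stranded THF-abasic substrate labelled with TAMRA/BHQ-2, and 525/598 nm fluorescence read kinetically. Activity taken as third-minus-first read difference, normalized to DMSO and NSC13755 controls.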
# POLK inh: inhibitors of human DNA polymerase kappa; Q9UBT6; purified Pol kappa, fluorescent DNA synthesis assay, 10 min; Potency, µM (doses to about 107 µM), for the others: top-dose activity, negative = inhibition, hits mostly inhibitors; hit rate 0.53% among 400,000; AID 588579; further: potency means the concentration at half of the fitted maximal effect; on the % scale 0 is the no-effect control and ±100 the full control effect
#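 Pol kappa 10 nM + cpd, 15 min RT; start w/ substrate 50 nM final; fluorescence kinetic read, 0 and 10 min. Neg ctrl: buffer, no enzyme.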
# TRHR ag: TRH receptor (human) agonism | P34981 | TRHR cells, calcium flux fluo-8, FDSS agonist mode | activation, % at 2 µM | hit rate 0.18% among 360,000 | AID 493084; in the data active means activation above about 30%; further: 0% is about no effect
#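 TRHR-expressing cells loaded with fluo-8 calcium dye; 23 nL library compound pin-transferred, kinetic FDSS fluorescence (Ex 480/Em 530) recorded about 180 s for agonist-induced calcium release, before a 10 nM TRH EC20 addition for potentiator mode.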
# * hit, by the source's call; ? = inconclusive; nt = not tested or not shown; [ ] = another dose, or the depositor's remark. Unless noted, the call rests on the fitted dose curve; in most records, active means well fitted curve in the direction sought with a large enough effect; inconclusive means small, poorly fitted or top-dose-only effect, or another doubt; inactive means no such curve, though single readings can be large; an effect the other way counts as inactive or inconclusive. The list is partial, so the mix of outcomes need not match the whole.
SMILES | Pol iota inh | POLK inh | APE1 inh | TRHR ag | POLB inh | ALOX12 inh | ERG Ets-DNA blk | Anesthetic bind | BLM helicase inh
COc1ccc(Cl)cc1NS(=O)(=O)c1cccc(C(=O)NC2CC2)c1 | 21% | 6% | -15% | nt | nt | 54% | 2%[15.4 µM] | nt | nt
COc1ccc(-c2csc(N(CC3CCCO3)C(=O)c3ccco3)n2)cc1 (centres undefined) | 178%[activator] | -9% | ? | 0.9 | 7% | ? | 1% | 8% | -7%
CC(C)(C)c1nnc2sc(SCC(=O)NCc3ccco3)nn2c1=O | 12% | -15% | -8% | -0.3 | nt | -6% | -6% | nt | nt
O=S(=O)(c1ccc(N2CCN(S(=O)(=O)c3ccccc3)CC2)nc1)N1CCCC1 | 71%[activator] | -19% | 2% | 0.1 | -19% | -23% | -3% | -6% | 0%
COc1ccc(C(=O)NCCSc2ccccc2C)cc1 | -6% | -6% | -15% | 0.1 | 16% | 0% | 9% | -9% | -1%
O=C(CN1CCN(C(=O)C2COc3ccccc3O2)CC1)Nc1ccc(F)cc1 (centres undefined) | 42%[activator] | -11% | -18% | 0.5 | 30%[activator] | ? | 3% | 3% | -1%
COc1cc(OC)c(OC)cc1/C=N/N(C)c1ccccc1 | 4% | -16% | -5% | 1.5 | 1% | -9% | 4% | 343%[activator] | -14%
S=C1N[C@H]2CCCC[C@@H]2N1 | ? | -16% | -3% | 0.6 | -3% | 116%[activator] | -11% | -7% | 1%
COC(=O)N1C(=O)[C@](c2ccccc2)(C2CCCCC2)N1C(=O)OC | 4% | 9% | 48%[activator] | -0.8 | 15% | -9% | 12% | ? | -3%
Cc1cc(C)n(-c2nnc(N3CCN(c4ccccc4)CC3)nn2)n1 | 18% | 3% | -5% | 0.0 | 2% | -28% | 5% | -6% | -5%

# Five entries out of the list above, sorted by their value in Pol iota inh, rising:
smiles | Pol iota inh | POLK inh | TRHR ag | POLB inh | ALOX12 inh | ERG Ets-DNA blk | Anesthetic bind | BLM helicase inh
COc1ccc(C(=O)NCCSc2ccccc2C)cc1 | -6% | -6% | 0.1 | 16% | 0% | 9% | -9% | -1%
COC(=O)N1C(=O)[C@](c2ccccc2)(C2CCCCC2)N1C(=O)OC | 4% | 9% | -0.8 | 15% | -9% | 12% | ? | -3%
CC(C)(C)c1nnc2sc(SCC(=O)NCc3ccco3)nn2c1=O | 12% | -15% | -0.3 | nt | -6% | -6% | nt | nt
Cc1cc(C)n(-c2nnc(N3CCN(c4ccccc4)CC3)nn2)n1 | 18% | 3% | 0.0 | 2% | -28% | 5% | -6% | -5%
COc1ccc(Cl)cc1NS(=O)(=O)c1cccc(C(=O)NC2CC2)c1 | 21% | 6% | nt | nt | 54% | 2%[15.4 µM] | nt | nt

# Later entries.
SMILES | Pol iota inh | POLK inh | APE1 inh | TRHR ag | POLB inh | ALOX12 inh | ERG Ets-DNA blk | Anesthetic bind | BLM helicase inh
CN(CC(=O)NCCc1ccc(Cl)cc1)S(=O)(=O)c1cccs1 | 25% | -1% | 45% | -1.5 | -21% | 1% | 5% | -5% | -3%
Cc1ccc(NS(=O)(=O)c2ccccc2)c(NS(=O)(=O)c2ccccc2)c1 | -13% | -4% | nt | nt | nt | ? | 0% | nt | nt
CCOc1ccccc1C(=O)NCC(=O)NNC(=O)c1cccs1 | -4% | -19% | 25% | nt | nt | -2% | -6% | nt | nt
COc1ccc(O[C@H]2C=C[C@@H](c3ccccc3)O[C@@H]2COC(=O)CC/C(C)=N/OC[C@@H](O)COCc2ccco2)cc1 | nt | nt | -3% | 0.5 | -9% | nt | nt | 9% | -7%
S=C(Nc1cccc(Cl)c1)Nc1ccccc1Oc1ccccc1 | -14% | 4% | -3% | -0.3 | 0% | ? | 4% | ? | -11%
CC(=O)Nc1nc(C=C(Cl)Cl)cs1 | ? | -30% | -8% | -0.3 | -1% | ? | 5% | -5% | -11%
Cc1nn(-c2ncc(C(F)(F)F)cc2Cl)c(=O)n1-c1cccc(F)c1 | 121%[activator] | 3% | 0% | -0.2 | 2% | 4% | -11% | -4% | -8%
COc1ccccc1NS(=O)(=O)c1cc(C(=O)NCC(C)(C)N2CCOCC2)ccc1C | 7% | -7% | 19% | -0.2 | nt | -19% | -2% | nt | nt
CCOC(=O)C1OC1C(=O)NC(CC(C)C)C(=O)NCCC(C)C (centres undefined) | nt | 3%[19.4 µM] | 3% | nt | nt | 2%[176 µM] | nt | -5% | nt
Cc1cc2nc(-c3ccc(=O)[nH]c3)n(C)c2cc1C | 116%[activator] | -5% | 19% | -0.8 | 30% | 0% | -5% | -5% | -3%
CCc1ccc(N(C(=O)c2csnn2)C(C(=O)NC(C)(C)CC)c2cccnc2)cc1 (centres undefined) | 36%[activator] | 4% | 11% | 2.7 | 28% | -11% | 11% | -10% | -7%
CCOC(=O)c1cccc(NC(=O)Cn2cnc3nc4c(cc3c2=O)CCCC4)c1 | -7% | -7%[60.1 µM] | nt | 0.1 | -1% | 3% | 0% | ? | 1%
Clc1ccc(/C=N/Nc2ccccn2)cc1 | 30%[activator] | -7% | 3% | 2.0 | 2% | 0% | -2% | 2% | -5%
Cc1snc(SCc2cccc(Cl)c2)c1C#N | 4% | -1% | 32%[activator] | 0.7 | -18% | nt | 1% | -18% | -6%
Cn1cc(/C=C(\NC(=O)c2ccccc2Cl)C(=O)NCCCN2CCOCC2)c2ccccc21 | 23% | 7% | 69%[activator] | 0.2 | 16% | -14% | -2% | -15% | 3%
C[C@@H]1COC(=O)[C@@H](NC(=O)OCC2c3ccccc3-c3ccccc32)C/C=C\C[C@@H](CC(=O)N(CCO)Cc2ccccc2)C(=O)N1 | -2% | 8% | -23% | nt | nt | ? | -10% | nt | nt
Cc1cc(C(=O)CSc2nnc(-c3ccco3)o2)c(C)n1C | 35µM* | ? | 12% | nt | nt | 0% | 5% | nt | nt
COc1cc(S(=O)(=O)N2CCN(c3ccccc3F)CC2)c(OC)cc1Cl | -16% | -20% | -5% | -0.3 | -20% | 0% | 3% | 7% | -9%
Cc1ccc(Nc2c(-c3ccncc3)nc3ccc(C)cn23)cc1 | 30%[activator] | -10% | nt | -1.0 | -2% | 4% | -1% | -2% | 0%
CC(C)Oc1ccc(CN2CCC(n3nccc3NC(=O)CCc3ccccc3)CC2)cc1 | 9% | -10% | 8% | 0.5 | 23% | 0% | -2% | -10% | -5%

# In the list so far, 2 have a thiophene ring, fused or not.
SMILES | Pol iota inh | POLK inh | APE1 inh | TRHR ag | POLB inh | ALOX12 inh | ERG Ets-DNA blk | Anesthetic bind | BLM helicase inh
CN(CC(=O)NCCc1ccc(Cl)cc1)S(=O)(=O)c1cccs1 | 25% | -1% | 45% | -1.5 | -21% | 1% | 5% | -5% | -3%
CCOc1ccccc1C(=O)NCC(=O)NNC(=O)c1cccs1 | -4% | -19% | 25% | nt | nt | -2% | -6% | nt | nt

# (listing goes on)
SMILES | Pol iota inh | POLK inh | APE1 inh | TRHR ag | POLB inh | ALOX12 inh | ERG Ets-DNA blk | Anesthetic bind | BLM helicase inh
Cc1ccc2nc(N(Cc3cccnc3)C(=O)CCOc3ccccc3)sc2c1 | 6% | -15%[60.1 µM] | nt | 0.4 | 1% | -14% | 1% | -6% | -11%
Cc1cccc(N2CCN(C(=O)CN3C(=O)C4CC=CCC4C3=O)CC2)c1C (centres undefined) | -15% | -6% | -5% | -0.2 | -8% | -4% | -16% | -8% | 2%
O=C(CNCc1cccc2ccccc12)Nc1ccccc1[N+](=O)[O-] | 47%[activator] | -15% | -4% | 0.0 | 10% | 12% | -13% | -20% | -8%
COc1ccc(/C=C(\C#N)C(=O)Nc2cccc3ncccc23)cc1OC | 6% | -13% | -1% | 0.7 | -2% | ? | -4% | 19% | -4%
CCc1ccc2c(c1)C(c1ccc([N+](=O)[O-])cc1)=NNC(c1ccc(C)cc1)=N2 | 16% | -7% | 3% | -0.3 | -1% | 9% | 3% | -21% | -8%
C=CCn1c(SCc2nc(N)nc(N3CCCCC3)n2)nnc1-c1ccco1 | 13% | -2%[60.1 µM] | -2% | -0.3 | 24% | 18% | nt | -10% | 0%
O=C(COC(=O)c1ccccc1NCCO)NCc1cccs1 | 4% | -9% | -3% | -0.2 | nt | ? | 2% | nt | nt
CCc1ccc(-n2nc(C)c3c(C)cc(=O)n(CC(=O)Nc4ccc(C)c(F)c4)c32)cc1 | 8% | 0% | nt | -0.5 | -1% | -16% | -1% | -5% | 1%
CC(Sc1nnnn1C)C(=O)Nc1ccc(N2CCOCC2)cc1 (centres undefined) | -27% | -15% | 16% | 0.1 | 31% | 0% | 1% | -11% | -5%
COC(=O)c1c(C)[nH]c(-c2csc(N)n2)c1C | 19% | 2% | -5% | 2.3 | -3% | ? | 3% | -19% | -2%
